TDP1 cell noCPT: qHTS for Inhibitors of human tyrosyl-DNA phosphodiesterase 1 (TDP1): qHTS in cells in absence of CPT. DT40 Tdp1-/- hTDP1 cells, no CPT, ATP luminescence, 48 h. Potency, µM (highest dose often 46.2 µM), for inactives: at the highest dose activity change, negative = growth inhibition, hits mostly inhibitors. 420,000 tested, 15% active; also: nearly all actives have a fitted effect of over 55% in size
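Chicken DT40 Tdp1-/- cells stably complemented with human TDP1 were seeded at 400 cells/well with DMSO in place of 20 nM camptothecin. After compound pinning, cells grew at least 48 hr at 37 °C; viability read by CellTiter-Glo luminescence.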
TDP1 cell CPT: DT40-hTDP1 cell growth loss with CPT | chicken DT40 Tdp1-/-;hTDP1 cells + 20 nM CPT, ATP luminescence, 48 h | Potency, µM (top dose mostly 46.2 µM), inactives show at the top dose activity change, negative = growth inhibition, actives largely listed as inhibitors | 420,000 tested, 12% active | AID 686979; also: nearly all actives have a fitted effect of over 55% in size
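Chicken DT40 Tdp1-/- cells complemented with human TDP1, 400 cells/well, exposed to compounds plus 20 nM camptothecin for at least 48 h at 37 C; viability read as ATP content by CellTiter-Glo luminescence.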
TDP1 inh: inhibitors of human tyrosyl-DNA phosphodiesterase TDP1; AID 485290; Potency, µM (doses to about 130 µM), without a hit: top-dose activity change, negative = inhibition, actives largely listed as inhibitors; 350,000 tested, 0.28% active; recombinant TDP1, AlphaScreen DNA substrate cleavage; also: nearly all actives have a fitted effect of over 40% in size
Target sequence (Q9NUW8 whole entry, looked up): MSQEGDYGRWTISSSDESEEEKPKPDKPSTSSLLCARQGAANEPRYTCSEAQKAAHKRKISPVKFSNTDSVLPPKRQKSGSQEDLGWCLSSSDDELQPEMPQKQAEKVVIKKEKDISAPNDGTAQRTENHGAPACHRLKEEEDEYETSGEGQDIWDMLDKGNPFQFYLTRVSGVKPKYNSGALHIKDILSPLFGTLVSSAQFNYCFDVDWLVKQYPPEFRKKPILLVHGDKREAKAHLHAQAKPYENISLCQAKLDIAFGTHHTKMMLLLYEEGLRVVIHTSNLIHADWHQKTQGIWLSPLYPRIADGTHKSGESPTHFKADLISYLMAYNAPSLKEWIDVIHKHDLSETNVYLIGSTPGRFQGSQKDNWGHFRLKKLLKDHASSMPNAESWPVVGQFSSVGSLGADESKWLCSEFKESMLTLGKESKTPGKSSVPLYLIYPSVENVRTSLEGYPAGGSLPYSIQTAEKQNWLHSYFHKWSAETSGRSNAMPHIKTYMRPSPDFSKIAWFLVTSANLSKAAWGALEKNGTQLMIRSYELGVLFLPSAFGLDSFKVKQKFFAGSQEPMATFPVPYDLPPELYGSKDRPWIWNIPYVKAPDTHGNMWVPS
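Compounds were preincubated with Tdp1 (1 nM final) for 15 min at room temperature before substrate (15 nM final) started a 5 min reaction; beads (10 ug/ml final) were then added for 10 min before AlphaScreen detection.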
An asterisk follows results filed as active; ? = inconclusive; / = not tested or not shown. Calls follow the shape of the dose curve; as a rule, active = well fitted curve in the direction sought with a large enough effect; inconclusive = small, poorly fitted or top-dose-only effect, or another doubt; inactive = no such curve, though single readings can be large; an effect the other way counts as inactive or inconclusive. % is scaled to controls: 0 for no effect and ±100 for the full control effect; potency is read from the fitted curve at half-maximal effect.

Molecule	TDP1 cell noCPT	TDP1 cell CPT	TDP1 inh
Cc1ccc(/C=N/NC(=S)NCCc2ccccc2)s1	-25%	-17%	12%
COc1cccc(-n2nnnc2SCC(=O)Nc2ccc(NC(C)=O)cc2)c1	23µM*	?	/
CS(=O)(=O)N(CC(=O)Nc1cc(Cl)ccc1Cl)c1ccccc1	?	?	3%
COc1ccccc1NC(=O)N1CCN(c2ccnc3cc(Cl)ccc23)CC1	16µM*	?	4%
O=[N+]([O-])c1ccccc1N/N=C\c1ccccc1F	0%	4%	8%
O=c1ccc(Oc2nc(N3CCCCC3)nc(N3CCCCC3)n2)n[nH]1	1%	-3%	2%
COc1ccc(C(=O)O/N=C2\C(=O)N(C)c3ccccc32)cc1	5.8µM*	7.3µM*	/
CCOC(=O)N1CCC(NC(=O)c2cnn(-c3ccc(C)cc3C)c2C2CCN(C(=O)OC(C)(C)C)CC2)CC1	-24%	-27%	1%
CCc1nn(CC(=O)Nc2ccc(C)c(F)c2)c(=O)c2cc3cc(C)ccc3n12	?	?	3%
CCN(CC(=O)NC1CCS(=O)(=O)C1)C(=O)/C=C/c1cccs1 (stereo not given)	2%	3%	1%
COc1cc(/C=N/n2nnnc2N)cc(OC)c1OC	-12%	3%	-4%
O=C(O)CCC(=O)Nc1ccc(N2CCOCC2)cc1	-11%	-6%	2%
Cc1ccc(CNC(=O)c2cc(-c3ccccc3)nn2CC2CC(c3cccnc3)=NO2)cc1 (stereo not given)	?	-26%	/
COc1ccc(C(=O)N(C)CCOc2ccc(Cl)cc2)cc1S(=O)(=O)N1CCCC1	?	?	/
CCc1ccc(-c2cc3c(=O)n(CC(=O)N4CCCCCC4)nc(C)n3n2)cc1	10%	-29%	0%
Cc1cc(C=O)c(C)c2c1[nH]c1ccccc12	21µM*	?	/
CCN(C(=O)COC(=O)/C=C/c1cccc([N+](=O)[O-])c1)c1ccccc1	-30%	-18%	6%
O=C(CSc1ncnc2scc(-c3ccccc3)c12)Nc1ccc(C(=O)O)cc1	-27%	-20%	6%
O=C(NCc1ccc(Cl)cc1)c1ccc2c(Cl)c3c(nc2c1)CCCC3	?	16µM*	5%
COc1ccccc1NC(=O)CSc1nnnn1-c1ccc(C)cc1	?	?	8%
COc1ccc(Nc2nc3ccccc3nc2NS(=O)(=O)c2ccc(C)cc2)c(OC)c1	?	?	/
CC(=O)NS(=O)(=O)c1cccnc1Nc1ccc(Cl)cc1	?	?	-1%
O=C1C2C3C=CC(C3)C2C(=O)N1c1n[nH]c(-c2cccnc2)n1 (stereo not given)	-8%	-18%	4%
COc1ccc(-c2nc3n(n2)C(=O)CC(c2ccco2)S3)cc1 (stereo not given)	?	-29%	-4%
C[C@@]1([C@@H](NC(=O)c2cccs2)c2ccc(-c3ccccc3)cc2)C[C@H]1C1CCCCC1	?	?	3%
Cc1c(Cc2ccccc2)c(=O)[nH]c(=O)n1C	-3%	-6%	/
CCN1CCN(C(=O)C2CCCN(S(=O)(=O)c3cccc4nsnc34)C2)CC1 (stereo not given)	18%	4%	1%
c1cc2c(cc1Cc1cncc(Cc3ccc4c(c3)OCO4)c1)OCO2	?	?	/
Clc1ccc(CNc2ncnc3[nH]ncc23)c(Cl)c1	16µM*	?	/
Cc1occc1-c1nnc(SCC(=O)c2c[nH]c3ccccc23)n1C	-22%	-10%	1%
COc1ccc(C(C)NC(=O)CC23CC4CC(CC(C4)C2)C3)cc1 (stereo not given)	16µM*	?	/
COc1ccc(/C=N/NC(=O)c2ccc(NC(=O)c3cccc([N+](=O)[O-])c3)cc2)c(OC)c1	?	-26%	5%
O=C(Nc1ccc(CN2CCOCC2)cc1)c1ccccc1F	6%	-4%	8%
O=C(Nc1ccc(S(=O)(=O)NC2CCCCC2)cc1)c1ccco1	-28%	?	0%
CCC(=O)N(Cc1cc(=O)[nH]c2ccccc12)c1ccccc1C	1%	-4%	4%
CC(=O)N/N=C(\C)c1cccc(C(F)(F)F)c1	-4%	-2%	1%
CCCN(Cc1nnc(-c2ccccc2Cl)o1)C(=O)c1cccc(S(=O)(=O)N2CCOCC2)c1	-22%	?	4%
COc1cccc(COC(=O)Nc2ccccc2F)c1	-25%	-26%	0%
CCOC(=O)NC1=NCC(C)(C)S1	-1%	16%	/
O=c1ccc(Cl)nn1-c1ccccc1	-1%	-14%	/
CCOCCOC(=O)C1=C(C)NC(=O)NC1c1cc2c(cc1Br)OCO2 (stereo not given)	7%	-3%	3%
COc1ccccc1CNC(=O)C(=O)NCC1CCCO1 (stereo not given)	-17%	3%	2%
O=c1[nH]nc(-c2ccc(NCCCO)c([N+](=O)[O-])c2)c2ccccc12	?	-26%	/
O=C(COC(=O)CNC(=O)c1ccccc1)NC(=O)NC1CCCCC1	-4%	2%	0%
COc1cccc(-c2cc(NCc3cnc(C)cn3)ncn2)c1	-13%	7%	/
Nn1cnnc1SCC(=O)N1CCc2ccccc2C1	-10%	11%	0%
Nc1n[nH]c(N)c1N=Nc1ccc(F)cc1	-6%	0%	10%
Cc1cc(NC(=O)CSc2c(C)[nH]c3ccccc23)no1	?	?	6%
C=C1C[C@@H]2C[C@@H]2CN(S(=O)(=O)c2ccc(C)cc2)[C@@H]1c1ccco1	?	?	/
O=C(NN=Cc1ccc2c(c1)CCC2)c1ccccc1O	?	-23%	/

Further records follow.
Molecule	TDP1 cell noCPT	TDP1 cell CPT	TDP1 inh
CCSc1cc(N2CCOCC2)nc(-c2ccccc2)n1	-6%	-8%	-5%
CC(=O)c1ccc(Oc2nc3c(c(=O)n(C)c(=O)n3C)n2C)cc1	2%	16%	1%
COc1ccc(CCNC(=O)Nc2nc(C(N)C3CCCCC3)cs2)cc1OC (stereo not given)	?	?	/
Brc1cc2c(cc1/C=N/Nc1nc(N3CCOCC3)nc(N3CCOCC3)n1)OCO2	?	?	3%
Cc1cc(NC(=O)Cn2nc(-c3cccs3)ccc2=O)cc(C)c1Br	29µM*	29µM*	0%
CCOC(=O)c1ccc(NC(=O)C2(c3ccc(Cl)cc3)CCCC2)cc1	?	16µM*	0%
Cc1ccc(C(=O)OCc2nc3ccccc3s2)o1	-6%	14%	0%
COCCNc1nc2nonc2nc1NC(C)c1ccccc1Cl (stereo not given)	?	?	3%
CC(=O)Nc1cc(C(=O)N2CCc3ccccc3C2)ccc1Sc1ccc(F)cc1	-26%	-1%	-5%
COC(=O)C(CCSC)Nc1ncnc2onc(-c3ccc(F)cc3)c12 (stereo not given)	-22%	-6%	6%
COc1cccc(/C=C/C(=O)N2CCN(c3n[nH]c(=O)[nH]c3=O)CC2)c1OC	6%	-7%	0%
Cc1ccccc1/C=N/n1c(-c2ccccn2)n[nH]c1=S	-3%	15%	4%
CCC(C)C(=O)Nc1nc2ccc(OC)cc2s1 (stereo not given)	16µM*	?	-3%
Cc1cccc(N2C(=O)CS/C2=N\NC(=O)c2cccnc2)c1C	2%	22%	2%
CC(C)C(C(=O)NCc1ccco1)N(Cc1ccco1)C(=O)CNS(=O)(=O)c1ccccc1 (stereo not given)	-11%	1%	/
Cn1c(=O)c2[nH]c(NCCCN3CCOCC3)nc2n(C)c1=O	-26%	-1%	-1%
CCOC(=O)C1=NNC2C(=O)N(C3CCCCC3)C(=O)C12 (stereo not given)	0%	-4%	2%
Cc1ccc(NC(=S)N2CCN(C)CC2)c(C)c1	-3%	6%	1%
COc1ccc(CNC(=O)COC(=O)CCC2CCCCC2)cc1	-3%	2%	3%
CCc1nc2ccc(C(=O)NCCCn3ccnc3)cn2c1N(C)C(=O)COc1ccccc1	3%	1%	/
O=S(=O)(Nc1ccc(-c2cn3ccccc3n2)cc1)c1ccccc1	18%	-4%	4%
Cc1ccc(N2C(=O)Nc3ccc(Br)cc3C2(O)C(=O)NCCCN(C)C)cc1C (stereo not given)	0%	-1%	3%
Cc1c(C)n(CCCN(C)C)c2ncnc(NCc3ccccc3)c12	-17%	3%	/
CC(C)NS(=O)(=O)c1ccc(OCC(=O)Nc2ccc3c(c2)OCO3)cc1	-12%	-1%	-1%
O=C(NC1CCCCCCC1)C1CCN(S(=O)(=O)N2CCCC2)CC1	?	-29%	-4%
Cc1c(Cl)cccc1N1C(=O)c2ccccc2C1=O	-12%	6%	-1%
O=C1NC(Cc2ccc(O)cc2)c2nc3cc(Cl)ccc3c(=O)n2-c2cc3ccccc3cc21 (stereo not given)	-19%	-1%	/
CC(C)(CO)C(O)C(=O)NCCC#N (stereo not given)	-22%	2%	5%
CCC(C)(C)NC(=O)C(c1ccc(OC)cc1)N(C(=O)CCC(=O)Nc1cc(C)on1)c1ccc2c(c1)OCCO2 (stereo not given)	?	?	10%
Cc1cccc(-n2cc(-c3ccc([N+](=O)[O-])cc3)[nH]c2=S)c1	4%	8%	-2%
COC(=O)/C=C/c1c(C)[nH]c(=O)[nH]c1=O	-2%	-2%	-4%
CCOC(=O)Cn1cncc1-c1ccc([N+](=O)[O-])cc1	?	-4%	0%
COc1ccc2c(c1)c1ncn(Cc3ccccn3)c(=O)c1n2C	4%	-5%	4%
CC(C)NC(=O)c1onc(CSc2nc3ccccc3[nH]2)c1C(=O)NC(C)C	-7%	-11%	/

Structural class, the compounds so far with a COOH group (two)
Molecule	TDP1 cell noCPT	TDP1 cell CPT	TDP1 inh
O=C(O)CCC(=O)Nc1ccc(N2CCOCC2)cc1	-11%	-6%	2%
O=C(CSc1ncnc2scc(-c3ccccc3)c12)Nc1ccc(C(=O)O)cc1	-27%	-20%	6%

Entries from the list above with a halogen, in the order listed:
Molecule	TDP1 cell noCPT	TDP1 cell CPT	TDP1 inh
CS(=O)(=O)N(CC(=O)Nc1cc(Cl)ccc1Cl)c1ccccc1	?	?	3%
COc1ccccc1NC(=O)N1CCN(c2ccnc3cc(Cl)ccc23)CC1	16µM*	?	4%
O=[N+]([O-])c1ccccc1N/N=C\c1ccccc1F	0%	4%	8%
CCc1nn(CC(=O)Nc2ccc(C)c(F)c2)c(=O)c2cc3cc(C)ccc3n12	?	?	3%
COc1ccc(C(=O)N(C)CCOc2ccc(Cl)cc2)cc1S(=O)(=O)N1CCCC1	?	?	/
O=C(NCc1ccc(Cl)cc1)c1ccc2c(Cl)c3c(nc2c1)CCCC3	?	16µM*	5%
CC(=O)NS(=O)(=O)c1cccnc1Nc1ccc(Cl)cc1	?	?	-1%
Clc1ccc(CNc2ncnc3[nH]ncc23)c(Cl)c1	16µM*	?	/
O=C(Nc1ccc(CN2CCOCC2)cc1)c1ccccc1F	6%	-4%	8%
CC(=O)N/N=C(\C)c1cccc(C(F)(F)F)c1	-4%	-2%	1%
CCCN(Cc1nnc(-c2ccccc2Cl)o1)C(=O)c1cccc(S(=O)(=O)N2CCOCC2)c1	-22%	?	4%
COc1cccc(COC(=O)Nc2ccccc2F)c1	-25%	-26%	0%
O=c1ccc(Cl)nn1-c1ccccc1	-1%	-14%	/
CCOCCOC(=O)C1=C(C)NC(=O)NC1c1cc2c(cc1Br)OCO2 (stereo not given)	7%	-3%	3%
Nc1n[nH]c(N)c1N=Nc1ccc(F)cc1	-6%	0%	10%
Brc1cc2c(cc1/C=N/Nc1nc(N3CCOCC3)nc(N3CCOCC3)n1)OCO2	?	?	3%
Cc1cc(NC(=O)Cn2nc(-c3cccs3)ccc2=O)cc(C)c1Br	29µM*	29µM*	0%
CCOC(=O)c1ccc(NC(=O)C2(c3ccc(Cl)cc3)CCCC2)cc1	?	16µM*	0%
COCCNc1nc2nonc2nc1NC(C)c1ccccc1Cl (stereo not given)	?	?	3%
CC(=O)Nc1cc(C(=O)N2CCc3ccccc3C2)ccc1Sc1ccc(F)cc1	-26%	-1%	-5%
COC(=O)C(CCSC)Nc1ncnc2onc(-c3ccc(F)cc3)c12 (stereo not given)	-22%	-6%	6%
Cc1ccc(N2C(=O)Nc3ccc(Br)cc3C2(O)C(=O)NCCCN(C)C)cc1C (stereo not given)	0%	-1%	3%
Cc1c(Cl)cccc1N1C(=O)c2ccccc2C1=O	-12%	6%	-1%
O=C1NC(Cc2ccc(O)cc2)c2nc3cc(Cl)ccc3c(=O)n2-c2cc3ccccc3cc21 (stereo not given)	-19%	-1%	/

Screening data as filed in PubChem BioAssay.

An unsorted share of the library; overall some 18% were active at least once.
